Growth percent in the NCI-60 one-dose screen (48 h, 10 µM unless noted): 100 = growth as untreated, 0 = no growth, -100 = all killed.
SNB-75: SNB-75 CNS cancer | AID 1794750 | actives 5% (n = 79,000)
KM12: KM12 colon cancer cells; actives 5% (n = 82,000); AID 1794800
A498: A498 renal cancer cells; actives 5.4% (n = 76,000)
HCT-116: HCT-116 colon cancer; actives 7.3% (n = 82,000); AID 1794798
HT29: HT29 colon cancer; actives 7.4% (n = 81,000); AID 1794748
HCC-2998: HCC-2998 colon cancer; actives 4.7% (n = 79,000); AID 1794799
COLO 205: COLO 205 colon cancer; actives 7.3% (n = 79,000); AID 1794742
SW-620: SW-620 colon cancer | actives 5.2% (n = 82,000)
HCT-15: HCT-15 colon cancer. actives 5.2% (n = 82,000). AID 1794746
The depositor's hits bear a star; . = no result given. Rule for the calls: active = growth percent below 10; inactive = the rest.

1	O=C(O)c1ccccc1NC1=C(I)C(=O)c2ncccc2C1=O
2	CC1(C)[C@@H](O)/C(=C\c2cccnc2)C[C@]2(C)[C@H]3CC=C4[C@@H]5C[C@](C)(C(=O)O)CC[C@]5(C)CC[C@@]4(C)[C@]3(C)CC[C@@H]12
3	CCOC(=O)C(Cc1ccccc1)C(=O)OCC
4	Cc1c2c(cc[n+]1Cc1ccccc1)c1ccc(OCC3CCCCC3)cc1n2CC1CCCCC1
5	Cc1cc(O)c([N+](=O)[O-])cc1Cl
6	COc1cc2c(cc1OC)N(CCO)C1=C(C(=O)OC1)C2c1cccc(Br)c1 (configuration not stated)

assay / compound,1,2,3,4,5,6
SNB-75,84,97,94,-87*,98,77
KM12,110,106,107,-100*,106,69
A498,103,110,85,-97*,101,82
HCT-116,93,100,106,-98*,105,90
HT29,114,118,112,-79*,106,91
HCC-2998,106,119,116,-93*,120,.
COLO 205,120,111,105,-95*,108,110
SW-620,88,106,101,-97*,111,91
HCT-15,94,107,106,-82*,102,84

7	CC(C)OC(=O)c1ccc2n1CCc1cnc(NC3CCCC3)nc1-2
8	CC(C)(C)n1cc(-c2ccnc(NCCCNS(=O)(=O)c3ccc(O)cc3)n2)c(-c2ccc(F)c(O)c2)n1
9	CC(=O)c1cc(C(=O)c2ccc(Br)cc2)n2cc(C)cc(C)c12
10	O=C(Nc1nc(-c2ccc(F)cc2)nc2c1sc(=S)n2-c1ccccc1)C(F)(F)F
11	Cc1onc(-c2c(F)cccc2Cl)c1C(=O)Oc1ccccc1
12	O=c1c2cc(F)ccc2nc2n1CCc1sccc1-2

assay / compound,7,8,9,10,11,12
SNB-75,104,96,90,67,70,99
KM12,94,103,97,82,78,103
A498,77,97,77,87,104,79
HCT-116,98,97,86,59,70,100
HT29,80,108,95,64,104,105
HCC-2998,118,139,83,107,103,107
COLO 205,117,138,98,82,105,89
SW-620,99,107,103,72,103,100
HCT-15,84,99,75,76,63,101

Three entries already listed, ordered by length of the SMILES, smallest number first.
3	CCOC(=O)C(Cc1ccccc1)C(=O)OCC
1	O=C(O)c1ccccc1NC1=C(I)C(=O)c2ncccc2C1=O
4	Cc1c2c(cc[n+]1Cc1ccccc1)c1ccc(OCC3CCCCC3)cc1n2CC1CCCCC1

assay / compound,3,1,4
SNB-75,94,84,-87*
KM12,107,110,-100*
A498,85,103,-97*
HCT-116,106,93,-98*
HT29,112,114,-79*
HCC-2998,116,106,-93*
COLO 205,105,120,-95*
SW-620,101,88,-97*
HCT-15,106,94,-82*

(continued)
13	CS(=O)(=O)Oc1ccc(C(=O)CC2(O)C(=O)Nc3ccccc32)cc1 (configuration not stated)
14	O=C(O)C1c2ccccc2Cc2ccccc21
15	COc1ccc(-c2ccc3ncc4c(c3c2)n(-c2ccc(N3CCNCC3)c(C(F)(F)F)c2)c(=O)n4C)cn1
16	N#Cc1ccc(-c2ccccc2)nc1Cl
17	COc1cc2oc(-c3cccc(NC(=O)[C@@H](N)Cc4ccccc4)c3)cc(=O)c2c(OC)c1OC
18	CNC(=O)c1nc(Nc2ccc(NC(=O)Nc3cccc(OC)c3)cc2)c2ccccc2n1

assay / compound,13,14,15,16,17,18
SNB-75,77,92,-95*,107,116,59
KM12,101,105,-96*,99,103,86
A498,104,92,-79*,94,103,.
HCT-116,101,104,-70*,99,106,98
HT29,108,104,-78*,96,117,98
HCC-2998,107,110,-93*,103,129,106
COLO 205,101,111,-74*,103,107,105
SW-620,96,109,-78*,115,105,103
HCT-15,101,100,-79*,101,98,100

19	CCCCOC(=O)CCN1CCN(c2ccccc2C)CC1
20	NC(=O)Cc1c(O)cc(Br)c(OC(=O)NCCCCN=C(N)N)c1Br
21	O=C1CN(CCO)C(=O)C2CC(O)Cc3cc(Cl)ccc3C12 (configuration not stated)
22	Cc1cc(=O)c(O)c(C)o1
23	CC(O)C(N)=O (configuration not stated)
24	CC(C)CCC[C@@H](C)[C@H]1CC[C@H]2[C@@H]3C[C@@H](Br)[C@@]4(Br)C[C@@H](Cl)CC[C@]4(C)[C@H]3CC[C@]12C

assay / compound,19,20,21,22,23,24
SNB-75,.,99,84,89,84,111
KM12,102,108,103,109,103,103
A498,97,122,100,103,103,108
HCT-116,93,107,95,107,94,103
HT29,110,115,98,112,111,105
HCC-2998,100,110,104,108,100,99
COLO 205,115,99,100,110,104,99
SW-620,101,107,97,106,105,105
HCT-15,106,109,103,109,97,102

25	Clc1ccc(OCc2nnc(-c3ccccc3)o2)c(Cl)c1
26	COc1ccc(/C=N\NC(=O)N/N=C/c2ccc(OC)cc2)cc1
27	CO[C@@H]1[C@@H](OC)N(C(=O)c2ccccc2)C(=O)N1C(=O)c1ccccc1
28	COc1ccc(-c2nnc(COc3ccc(C(=O)/C=C/c4ccco4)cc3)o2)cc1
29	COC(=O)c1c(C(=O)OC)c2c3ccccc3c3ccccc3n2c1C(C)=O
30	Cc1noc(N)c1C(=O)Nc1ccc(F)cc1

assay / compound,25,26,27,28,29,30
SNB-75,100,86,88,60,101,112
KM12,102,131,102,18,97,105
A498,100,91,86,115,133,110
HCT-116,100,102,97,-10*,88,104
HT29,80,119,97,20,95,105
HCC-2998,102,104,100,98,122,113
COLO 205,108,106,108,45,125,117
SW-620,100,111,99,31,120,114
HCT-15,105,113,96,68,85,97

31	CC1C(=O)CCC2C1(C)CCC1C2(C)CCC2(C)C3CC(C)(C)CCC3(C)CCC12C (configuration not stated)
32	COC(=O)c1cc(-c2no[n+]([O-])c2C)no1
33	S=C(NCNC(=S)c1ccncc1)c1ccncc1
34	N#Cc1c(N)nc(-c2ccccc2)c(C#N)c1N
35	N#CC1C(=O)c2c([nH]c3ccccc23)C12C(=O)Nc1ccccc12 (configuration not stated)
36	CN(C)C=Nc1cc(Cl)ccc1Cl

assay / compound,31,32,33,34,35,36
SNB-75,79,76,106,89,92,90
KM12,100,102,122,98,101,110
A498,113,107,78,97,125,105
HCT-116,99,102,104,99,107,104
HT29,94,112,114,104,108,100
HCC-2998,99,105,106,97,110,108
COLO 205,115,121,101,112,106,109
SW-620,103,108,103,100,101,103
HCT-15,90,100,109,103,105,103

37	CC(C)Cc1cc(CNS(=O)(=O)Cc2ccccc2)nn1-c1ccccc1
38	O=C(NCCNc1cc(-c2cn(-c3ccccc3)nc2-c2cccc(O)c2)ccn1)Nc1cc(C(F)(F)F)cc(C(F)(F)F)c1
39	Clc1ccc(N=C(Nc2ccc(Cl)cc2)c2ccccc2)cc1
40	CCCCCCOc1ccc(C(=O)O)cc1
41	O=S(=O)(c1ccccc1)N1CCCCC1
42	COc1cc(-c2nnc(-c3c(-c4ccc(F)cc4)nc4ncccn34)o2)cc(OC)c1OC

assay / compound,37,38,39,40,41,42
SNB-75,104,75,76,91,94,75
KM12,103,1.1*,97,107,110,104
A498,105,77,103,84,101,81
HCT-116,94,89,64,101,102,100
HT29,64,96,71,96,101,99
HCC-2998,101,96,119,114,100,113
COLO 205,126,107,70,112,113,120
SW-620,105,101,100,112,104,109
HCT-15,110,100,86,101,107,99

43	NC1N=C(Nc2ccc(Cl)cc2)N=CC(c2cc3ccccc3oc2=O)=N1 (configuration not stated)
44	COC(=O)c1ccc(NC(=O)CCl)cc1
45	COc1cc2oc(-c3ccc(O)cc3)cc(=O)c2c(O)c1I
46	COC(=O)/C=C/Nc1ccccc1
47	COC(=O)c1c2c(c(C)[n+]([O-])c1C)C(=O)C(NCc1ccc(F)c(F)c1)=CC2=O
48	O=C(/C=C/c1ccc([N+](=O)[O-])cc1)c1ccc(Cl)cc1

assay / compound,43,44,45,46,47,48
SNB-75,79,83,99,97,84,87
KM12,99,84,97,105,10,88
A498,.,97,.,82,.,85
HCT-116,76,70,104,105,1.7*,11
HT29,100,76,107,105,12,75
HCC-2998,108,113,105,109,9.2*,103
COLO 205,101,103,.,113,.,108
SW-620,99,77,109,99,3.6*,76
HCT-15,100,62,100,93,6.1*,89

49	COc1cc(/C=N/Nc2ccc([N+](=O)[O-])cc2)cc(OC)c1OC
50	CCOC(=O)c1cnc2cc(Cl)cc(Cl)c2c1Nc1cccc(NS(C)(=O)=O)c1
51	O=C1[C@H]2CCCCCCCCC[C@H]1[C@]1(O)C[C@@H]2[C@H]2CO[C@@H]1O2
52	CCCCn1c(=O)c2c(nc(NCCc3ccc(O)c(O)c3)n2CCC)n(CCCC)c1=O
53	O=C1/C(=C/c2cccc(Cl)c2)Cc2ccccc21
54	COc1ccc2nc(-c3ccc(OC)c(OC)c3)cc(-c3nnc(SCC(=O)Nc4ccc(/C(C)=N\O)cc4)o3)c2c1

assay / compound,49,50,51,52,53,54
SNB-75,102,.,90,69,80,100
KM12,72,92,101,61,89,102
A498,107,53,103,87,.,90
HCT-116,82,92,98,63,86,94
HT29,79,104,101,71,90,109
HCC-2998,102,104,104,79,98,102
COLO 205,96,110,116,70,108,114
SW-620,108,94,102,89,97,102
HCT-15,81,85,97,39,101,104

55	O=C1c2cccnc2C(=O)c2c1c(C(=O)NCCCN1CCCCC1)c1ccccn21
56	CCCC(=O)Oc1ccc(C(C)(C)C)cc1C
57	O=C(Nc1nc(-c2ccccc2)cs1)c1cc(-c2ccc(Br)cc2)nc2ccc(Cl)cc12
58	NS(=O)(=O)c1ccc(CCn2c(SCC(=O)N/N=C/c3cccnc3)nc3ccccc3c2=O)cc1
59	CCOC(=O)N1CCN(CCCCCOc2ccc(CC(C)(C)C)cc2Cl)CC1
60	CC(=O)OC(C)(C)C(=O)Oc1ccccc1

assay / compound,55,56,57,58,59,60
SNB-75,-95*,101,100,91,91,89
KM12,-18*,103,82,82,51,108
A498,-78*,85,.,85,78,108
HCT-116,-58*,100,65,77,42,103
HT29,-1.9*,104,86,109,13,103
HCC-2998,-57*,99,101,111,87,95
COLO 205,-82*,103,97,97,34,.
SW-620,-66*,115,97,97,54,101
HCT-15,-72*,100,86,83,35,106

As entered above.
For A498, compound 50 reads 53
For KM12, compound 39 reads 97
For HCT-15, compound 22 reads 109

(list continues)
61	O=C(/C=C\c1ccccc1)SC(=O)OCc1ccccc1
62	Cc1nn(-c2ccccc2)c2nc(CNc3ccc(NCc4c(-c5ccccc5)no[n+]4[O-])cc3)[nH]c(=O)c12
63	Nc1cccnc1N
64	CC(=O)OCC1CCCN1C(C)=O (configuration not stated)
65	CC(=O)CC1CCCC(CC(C)=O)N1C (configuration not stated)
66	CCOC(=O)Cc1nnn(C)n1

assay / compound,61,62,63,64,65,66
SNB-75,100,95,115,114,90,91
KM12,108,94,105,93,111,103
A498,107,.,109,118,114,.
HCT-116,107,79,122,98,111,106
HT29,102,107,101,101,102,105
HCC-2998,115,111,109,106,.,104
COLO 205,119,116,120,108,95,114
SW-620,110,110,110,96,105,111
HCT-15,98,81,103,117,120,105

67	C(=N\NC1=NCCN1)/c1cccs1
68	COC1=Nc2ccccc2/C=C\c2ccccc21
69	NC(=O)c1[nH]ncc1NCc1ccccn1
70	CC(C)(C)OC(=O)N1CC=CCN(OCc2ccccc2)S1(=O)=O
71	CCCCOc1nc2ccc(Cl)cc2cc1/C=C/c1cc(/C=C/c2cc3cc(Cl)ccc3nc2OCCCC)n(-c2ccccc2)n1
72	O=C(OCCCN1CCCCC1)c1noc2cc([N+](=O)[O-])ccc12
73	O/N=C(/Cc1ccccc1)c1ccccc1
74	N/C(=N\C(N)=N\c1nc2ccccc2s1)c1cccc(Br)c1

assay / compound,67,68,69,70,71,72,73,74
SNB-75,98,97,105,90,93,106,90,.
KM12,113,108,106,99,96,98,109,66
A498,97,94,95,103,116,104,109,.
HCT-116,113,110,103,104,95,100,103,61
HT29,118,107,102,95,91,105,116,104
HCC-2998,106,114,103,94,109,93,111,108
COLO 205,125,110,111,107,102,119,122,115
SW-620,98,111,110,101,104,105,107,102
HCT-15,100,100,101,107,107,104,106,44

Filtered by structure: the compounds so far containing an aryl methoxy group.
6	COc1cc2c(cc1OC)N(CCO)C1=C(C(=O)OC1)C2c1cccc(Br)c1 (configuration not stated)
15	COc1ccc(-c2ccc3ncc4c(c3c2)n(-c2ccc(N3CCNCC3)c(C(F)(F)F)c2)c(=O)n4C)cn1
17	COc1cc2oc(-c3cccc(NC(=O)[C@@H](N)Cc4ccccc4)c3)cc(=O)c2c(OC)c1OC
18	CNC(=O)c1nc(Nc2ccc(NC(=O)Nc3cccc(OC)c3)cc2)c2ccccc2n1
26	COc1ccc(/C=N\NC(=O)N/N=C/c2ccc(OC)cc2)cc1
28	COc1ccc(-c2nnc(COc3ccc(C(=O)/C=C/c4ccco4)cc3)o2)cc1
42	COc1cc(-c2nnc(-c3c(-c4ccc(F)cc4)nc4ncccn34)o2)cc(OC)c1OC
45	COc1cc2oc(-c3ccc(O)cc3)cc(=O)c2c(O)c1I

assay / compound,6,15,17,18,26,28,42,45
SNB-75,77,-95*,116,59,86,60,75,99
KM12,69,-96*,103,86,131,18,104,97
A498,82,-79*,103,.,91,115,81,.
HCT-116,90,-70*,106,98,102,-10*,100,104
HT29,91,-78*,117,98,119,20,99,107
HCC-2998,.,-93*,129,106,104,98,113,105
COLO 205,110,-74*,107,105,106,45,120,.
SW-620,91,-78*,105,103,111,31,109,109
HCT-15,84,-79*,98,100,113,68,99,100

49	COc1cc(/C=N/Nc2ccc([N+](=O)[O-])cc2)cc(OC)c1OC
54	COc1ccc2nc(-c3ccc(OC)c(OC)c3)cc(-c3nnc(SCC(=O)Nc4ccc(/C(C)=N\O)cc4)o3)c2c1

assay / compound,49,54
SNB-75,102,100
KM12,72,102
A498,107,90
HCT-116,82,94
HT29,79,109
HCC-2998,102,102
COLO 205,96,114
SW-620,108,102
HCT-15,81,104
